# High-throughput results: PubChem, several laboratories
# cardiac RTF act: cardiac RTF calcium sensitization | AID 493008 | IANBD-labeled TnC RTF fluorescence at EC20 calcium; 0% EC20 calcium, 100% full calcium | activation, % at 7.2 µM | P19429+P45379 | 0.24% of 340,000 active;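 active means activation above the mean over all tested compounds plus 3 SD, cut at about 30% in these data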;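 further: rise in fluorescence read as greater calcium sensitivity of cardiac thin filaments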
# MOR-DOR inv ag: mu-delta opioid heterodimer inverse agonism; P35372+P41143; cell-based MOR-DOR heterodimer luminescence; inhibition, % at 9.3 µM; 0.21% of 340,000 active; AID 504357; in the data active means inhibition above about 22%, passing the limit was not always enough;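 further: 0% = cells with DMSO and 100% = wells without cells with DMSO; values of inactives mirror those of a sister screen read the other way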
# Keap1-Nrf2 PPI: Keap1-Nrf2 (human) interaction inhibition | AID 504523 | inhibition, % at 9.4 µM | 0.15% of 340,000 active | Keap1 Kelch-Nrf2 peptide fluorescence polarization, 1536-well | Q14145; in the data active means inhibition above about 12%;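 further: human Keap1 Kelch domain with fluorescein labeled Nrf2 9mer peptide probe; 0% = neutral control wells and 100% = peptide positive control; higher means more block of Keap1 binding to Nrf2 peptide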
# Target sequence (Q14145 whole entry, looked up, the tested form may be a part): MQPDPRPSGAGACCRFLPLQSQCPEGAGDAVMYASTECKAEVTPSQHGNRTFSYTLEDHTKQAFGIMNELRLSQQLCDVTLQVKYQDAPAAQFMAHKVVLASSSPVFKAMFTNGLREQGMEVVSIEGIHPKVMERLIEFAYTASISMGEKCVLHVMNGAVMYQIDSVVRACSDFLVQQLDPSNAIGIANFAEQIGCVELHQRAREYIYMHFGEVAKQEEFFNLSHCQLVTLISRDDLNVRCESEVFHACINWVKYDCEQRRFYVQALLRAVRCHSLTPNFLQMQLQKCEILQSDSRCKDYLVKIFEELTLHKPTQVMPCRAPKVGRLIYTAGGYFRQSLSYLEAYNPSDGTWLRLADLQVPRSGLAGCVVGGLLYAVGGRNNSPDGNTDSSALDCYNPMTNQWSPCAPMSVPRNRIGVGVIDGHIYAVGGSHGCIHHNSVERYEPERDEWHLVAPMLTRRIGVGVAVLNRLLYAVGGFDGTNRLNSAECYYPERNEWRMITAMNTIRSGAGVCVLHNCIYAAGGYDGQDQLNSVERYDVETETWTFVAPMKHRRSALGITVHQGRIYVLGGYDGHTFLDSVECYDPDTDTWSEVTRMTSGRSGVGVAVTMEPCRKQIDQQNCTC
# V-ATPase pH: regulators of yeast V-ATPase proton transport; S. cerevisiae, pHLuorin cytosolic pH fluorescence; response, % at 10 µM; 0.37% of 350,000 active; in the data active means response mostly above about 7.3%, no sharp cut-off; inactive means mostly below about 5.4%; further: actives read high; inactives centre near 0; some compounds called inactive have numbers as strong as hits; reference of the scale not given here
# Arr AP2 block: inhibitors of human beta-arrestin and AP2 interaction; FITC-arrestin peptide / GST-AP2 beads, flow cytometry; AP2 beta2 appendage carries R879A mutation; inhibition, % at 10 µM; 0.31% of 340,000 active;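 active means inhibition above a set limit, near 3 SD of compounds lacking own fluorescence, cut at about 54% in these data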;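 further: plate controls were DMSO wells for no effect and 5 µM unlabelled arrestin peptide for full effect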
#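 Test system: GST-tagged AP2 beta2-adaptin appendage (R879A) on 4 µm glutathione beads; also added: fluorescein-tagged arrestin peptide at 50 nM final; timing: 12 min plus 1 h, RT; signal: flow cytometry, FL1 (488/535 nm); read-out: percent drop in bead-associated FITC signal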
# Pemphigus Ab inh: inhibitors of pemphigus antibody binding to human desmoglein-3; P32926; DSG3-coupled beads, scFv-anti-DSG3-GFP binding, flow cytometry; stronger effect = lower value; binding (percent of control), % at 10 µM; 0.48% of 310,000 active;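 active means binding more than 3 SD below its plate's average and above zero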;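 further: hits lower antibody fragment binding to DSG3; some compounds called inactive have numbers as strong as hits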
# RTF Ca sens inh: cardiac RTF calcium desensitization; P19429+P45379; 0.12% of 340,000 active; inhibition, % at 7.15 µM; IANBD-labeled cardiac RTF, Ca2+ fluorescence;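 active means inhibition above the mean inhibition of all tested compounds plus 3 SD, cut at about 17% in these data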;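 further: assay run at fixed EC70 calcium of 1.6 mM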
# OPRM1-OPRD1 ag: agonists of human mu-delta opioid receptor heterodimerization; 0.3% of 340,000 active; activation, % at 9.3 µM; P35372+P41143; cells, OPRM1-OPRD1 heterodimerization, luminescence; in the data active means activation above about 18%;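 further: 0% = vehicle-treated cells and 100% = reference agonist; values of inactives mirror those of a sister screen read the other way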
# Wnt act: activators of Wnt/beta-catenin signaling; activation, % at 9.35 µM; 1.2% of 300,000 active; Wnt/beta-catenin reporter cell assay, activator, plate reader; in the data active means activation above about 30%, passing the limit was not always enough;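 further: 0% = neutral control wells and 100% = positive control wells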
# C-LANA FP: inhibitors of KSHV LANA C-terminal domain DNA binding | MBP-C-LANA/FAM-LBS DNA binding, fluorescence polarization | inhibition, % at 9 µM | 0.078% of 340,000 active | AID 504423;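 active means highest replicate inhibition at or above 60% at 9 µM, even if other replicates fall short; inactive means all replicates below 60% inhibition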;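 further: 0% = neutral control wells and 100% = 4 µM acridine orange control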
# Active calls of the source: *; . = no result given. Rows were taken by chance (roughly 3.1% active in at least one column).
smiles,cardiac RTF act,MOR-DOR inv ag,Keap1-Nrf2 PPI,V-ATPase pH,Arr AP2 block,Pemphigus Ab inh,RTF Ca sens inh,OPRM1-OPRD1 ag,Wnt act,C-LANA FP
O=C(c1cccc(S(=O)(=O)N2CCCC2)c1)N1CCOCC1,2,16,-4,3,-1,96,-3,-4.3,-2,-1.9
CCOc1ccccc1N(CC(=O)N1CCC(C(N)=O)CC1)S(=O)(=O)c1ccc(SC)cc1,-5,18,1,1,21,115,0,-3.2,-1,-0.4
CC(=O)Oc1ccccc1C1C[C@]2(C)CC(=O)NC2N1C(C)=O (some centres undefined),-3,13,1,-6,2,96,13,-2.6,-1,1.9
CCOC(=O)CNC1CC(=O)N(c2ccc(Br)cc2)C1=O (centres undefined),-2,9,-2,-1,43,116,-4,-1.7,0,1.0
OCCNc1c2ccccc2nc2c(F)c(F)c(F)c(F)c12,6,-33,-8,0,6,104,-29,6.1,251*,2.2
O=C(OCC(=O)c1ccc[nH]1)c1ccc(Br)cc1,-2,11,-3,-2,6,108,-2,-2.8,2,0.5
CN(C)c1ccc(C2Nc3ccccc3C(=O)N2NS(C)(=O)=O)cc1 (centres undefined),4,13,5,1,-8,104,-5,-2.7,5,3.7
CCOC(=O)c1[nH]c(C)c(C(=O)N2CCc3ccccc32)c1C,-3,9,-1,-1,5,.,1,-1.6,-9,1.9
COc1ccc(OC)c(NC(=O)c2cnn(-c3ccccc3)c2C)c1,-7,6,0,-2,-5,100,2,-1.3,3,-0.9
CCOC(=O)c1sc2nc(C)n(CC(=O)NCC3CCCO3)c(=O)c2c1C (centres undefined),-1,0,3,1,-1,96,-6,0.0,.,-0.1
CCOc1cc(/C=N\NC(=O)Cn2nnc3ccccc32)ccc1O,-3,5,-1,-2,-4,94,2,-0.7,-2,1.0
CCOC(=O)CSc1cn2c(n1)CCC2,1,-2,0,4,9,103,-4,0.4,3,-0.5
COc1ccc2c(c1)CCc1c-2n[nH]c1C(=O)O,-5,4,1,-4,33,107,-4,-1.1,-2,-1.2
CC(C)(C)Cc1nc(-c2ccccn2)no1,-3,13,0,3,1,86,1,-2.7,.,-1.2
COc1ccc(-c2cc(C)no2)cc1S(=O)(=O)N1CCCN(Cc2ccc(F)cc2)C1,2,11,-2,1,0,100,-3,-2.1,-1,1.1
O=C(COc1ccccc1Cl)Nc1nnc(S(=O)(=O)N2CCCC2)s1,1,4,-4,-2,6,102,-7,-0.8,0,-0.4
c1ccc(CNc2nc(N3CCOCC3)nc(N3CCOCC3)n2)cc1,0,9,5,-1,9,94,-7,-1.6,.,1.2
COc1cc(CN2CCC(CCC(=O)NC3CC3)CC2)cc(Cl)c1OC,-3,15,3,-5,-8,99,-5,-2.9,1,0.9
CCC(=O)N1CCc2cc(S(=O)(=O)CCC(=O)Nc3cccc(C)n3)ccc21,-1,13,-4,-3,-1,98,-11,-2.5,3,-0.2
Cn1c(=O)n(C)c2cc(S(=O)(=O)NCc3ccco3)ccc21,3,8,-3,2,0,100,-10,-1.4,.,0.0
CCC(=O)N1CCc2cc(Br)cc(S(=O)(=O)N3CCCCC3CC)c21 (centres undefined),-9,13,4,-3,16,106,-12,-2.5,-4,0.7
CCc1ccccc1NC(=O)NC1CCCCCCC1,4,8,-4,-2,12,117,-1,-1.4,3,-0.1
COc1cccc(CN(C)C(=O)CN2C(=O)NC3(CCCc4ccccc43)C2=O)c1 (centres undefined),-2,4,3,5,20,107,1,-0.9,1,-0.2
CCOC(=O)c1sc(-c2ccc(C(F)(F)F)cc2)nc1O,0,-11,-2,5,10,107,-5,2.0,-1,-0.6
CC(C)CCNC(=O)NC(=O)CN1C(=O)NC2(CCCCC2)C1=O,11,4,-3,4,1,108,4,-0.7,-7,0.0
O=C(CN1CCCC1)N1CCCc2ccccc21,-4,14,0,-1,1,104,5,-2.9,-1,-0.7
[O-]/[N+](=C\c1ccc(OC(F)F)cc1)c1ccccc1,-1,5,-3,0,4,96,-16,-1.0,.,1.0
CCN1C(=O)[C@H]2[C@@H](c3ccc(-c4ccc(Cl)c(Cl)c4)c(OC)c3)N3CCCC[C@@]3(C(=O)OC)[C@H]2C1=O,8,7,0,-2,-1,104,-9,-1.3,-16,-1.3
O=C(O)CN1C(=O)/C(=C2\C(=O)N(Cc3ccccc3Cl)c3ccccc32)SC1=S,-4,-16,2,-1,26,97,-1,3.5,1,1.8
Cc1cc(C(=O)NNC(=O)c2ccc(Cl)c(S(N)(=O)=O)c2)c(C)o1,-2,11,0,1,-1,130,-3,-2.1,-3,10
COCCN(C(=O)CCCC(=O)Nc1ccccn1)C(C(=O)NC1CCCC1)c1ccc(C)cc1 (centres undefined),2,7,-2,-3,-3,.,-7,-1.2,-2,-0.5
COc1ccccc1NC(=O)c1ccc(C(=O)Nc2ccccc2OC)nc1,9,11,-4,-2,7,102,-13,-2.1,0,-1.0
O=C(C(=O)N1CCCc2ccccc21)N1CCCc2ccccc21,4,10,-1,1,12,104,2,-2.2,-4,3.5
CC1CCN(CCCNC(=O)CN2C(=O)CSc3ccc(S(=O)(=O)N4CCOCC4)cc32)CC1,-9,7,4,-2,15,.,1,-1.4,-2,-2.3
Cc1c(NC2(c3nnnn3-c3ccc(Br)cc3)CCCCC2)c(=O)n(-c2ccccc2)n1C,2,-10,-6,3,-6,.,8,1.6,2,-3.9
Cc1ccccc1NS(=O)(=O)c1cc(C(=O)N2CCCC2)ccc1C,7,17,-6,-2,1,105,-10,-3.5,1,0.3
Cc1ccc(NC(=O)CN2C(=S)NC(C)(C)CC2C)cc1Cl (centres undefined),0,11,-1,-4,4,95,-13,-2.3,-3,1.4
Cn1cnnc1SCC(=O)Nc1ccccc1C(=O)NC1CCCC1,13,1,-2,-3,6,95,-10,-0.2,.,0.6
CC(C)[C@H](NC(=O)c1ccco1)C(=O)OCC(=O)Nc1ccccc1OC(F)F,7,7,-3,-1,7,76,-5,-1.6,-1,3.9
Cc1ccc(S(=O)(=O)N2[C@@H](c3ccc(F)cc3)C(C(=O)O)=CC[C@H]2c2cccc(C)c2)cc1,4,10,2,3,29,97,-1,-1.8,-2,0.5
COc1ccc(Cl)cc1-n1c(C)cc(C(=O)OCC(=O)N2CC(=O)Nc3ccccc32)c1C,3,-1,1,-2,4,.,9,0.2,.,1.1
COc1ccc(NC(=S)N2CCC(C(=O)c3ccc(OC)cc3)CC2)cc1,3,0,-5,-2,19,114,-10,0.0,-2,1.5
O=C(c1cccc(S(=O)(=O)N2CCCCCC2)c1)N1CCN(c2ccccc2F)CC1,-1,-2,-6,-2,-2,.,3,0.3,-3,-0.3
Cc1ccc(S(=O)(=O)N2CCN(C(=O)C3=COCCO3)CC2)cc1C,1,10,1,1,17,.,4,-2.4,-1,0.7
COc1ccc(NS(=O)(=O)c2ccc(C)c(NC(=O)C3CCCO3)c2)cc1 (centres undefined),-2,2,1,2,4,102,-5,-0.5,-4,-1.2
CN(c1ccccc1)C(c1ccc(F)cc1)c1nnnn1CC1CCCO1 (centres undefined),-4,11,-1,-2,25,79,4,-2.1,-7,0.7
S=C(NCCc1ccc(Cl)cc1)NC1CCCCC1,-4,-40,-2,0,1,.,-4,7.0,15,1.5
Cc1ccccc1C(=O)NCC(=O)OC(C)C(=O)Nc1ccnn1C(C)C (centres undefined),-4,11,-2,2,1,100,1,-1.8,2,-1.7
O=S(=O)(Nc1ncccn1)c1ccc(Nc2ncnc3ccccc23)cc1,3,16,3,-1,-2,104,2,-2.7,.,0.1
CC(C)(C)NCc1cc(Cl)ccc1OCc1cccs1,17,-8,-2,5,-6,116,-32,1.4,-3,1.4

# Remaining list, next part
smiles,cardiac RTF act,MOR-DOR inv ag,Keap1-Nrf2 PPI,V-ATPase pH,Arr AP2 block,Pemphigus Ab inh,RTF Ca sens inh,OPRM1-OPRD1 ag,Wnt act,C-LANA FP
COc1ccc(CC(=O)N2CCN(S(=O)(=O)c3cc(Cl)ccc3Cl)CC2)cc1,-2,12,2,2,-4,100,-5,-3.0,-3,2.8
CC(=O)Nc1ccc(Nc2ccc(N3C(=O)CCCC3=O)cc2[N+](=O)[O-])cc1,5,2,-1,0,-16,99,-3,-0.4,0,-0.2
O=C(Nc1ccc(Cl)cn1)c1ccc2nccnc2c1,2,11,1,1,-9,.,-8,-2.1,37*,1.3
CCOCCCNC(=O)/C(C#N)=C/c1cc(C)c(O)c(C)c1,6,24,-4,-5,-30,104,-2,-4.7,-1,-2.1
Cc1cc(=O)n2nc(N3CCCC(C(=O)NCc4ccccc4)C3)sc2n1 (centres undefined),3,11,-4,2,3,101,-4,-1.8,-3,-2.1
Cc1ccc(NC(=O)C(C)Sc2nnc3ccccn23)cc1 (centres undefined),-3,8,-4,-1,-1,95,1,-1.9,2,-1.1
CN1C(=O)CSC1=Nc1cccc(C(=O)O)c1,2,13,-1,-1,11,123,-1,-2.7,0,-3.1
CCCCCCSc1ccc([C@H]2N[C@@](Cc3ccccc3)(C(=O)OC)[C@H]3C(=O)N(CC)C(=O)[C@@H]23)cc1,-8,-2,2,7,42,98,-4,0.3,-12,-1.2
CC1=NNC(=O)C1Cc1ccccc1 (centres undefined),.,.,.,3,-4,105,.,.,-2,.
CCN(CC)c1ccc(/C=N/NC(=O)c2ccc3nc[nH]c3c2)cc1,4,12,-3,1,2,95,1,-2.3,1,-0.9
COc1ccc(N2CCN(C(=O)Cc3ncc(C(F)(F)F)cc3Cl)CC2)cc1,-1,7,1,-4,5,97,1,-1.4,-2,-0.1
CCCOc1ccccc1C1CC(=O)NC2=C1C(=O)CCC2 (centres undefined),0,10,3,2,-3,.,-2,-2.5,-2,1.3
O=C(NNC(=O)c1ccc2[nH]c(=O)c(=O)[nH]c2c1)c1cccc(Br)c1,0,14,-1,1,7,97,-2,-2.9,-1,-0.7
CC(C)(C)OC(=O)[C@H](Cc1ccccc1)NC(=O)c1nc[nH]c1C(=O)NCC(=O)OCc1ccccc1,-12,-27,-4,1,13,105,-3,4.9,-1,-0.9
COc1ccc(CC(=O)Nc2cc(S(=O)(=O)N3CCOCC3)ccc2N2CCCC2)c(OC)c1,2,14,-4,7,2,101,-8,-3.5,-3,-1.7
O=C(O/N=C1\CCCc2ccccc21)c1cccs1,-2,-9,1,-4,18,113,5,2.0,1,-1.4
COCCN1C(=O)/C(=C/c2ccc(Oc3ccc([N+](=O)[O-])cn3)c(OC)c2)SC1=Nc1ccccc1,-2,17,0,3,6,98,0,-3.5,-1,0.0
O=C(CNc1cccc2ccccc12)N/N=C/C(Br)=C/c1ccccc1,-2,-40,3,0,0,88,-1,7.3,.,-0.4
